Assay outcomes: PubChem BioAssay, several laboratories
ABHD5 PLIN5 PPI – blocks binding of human ABHD5 to perilipin-5 | Q00G26+Q8WTS1 | Split G. princeps luciferase complementation, luminescence, 4 h | inhibition, % at 4 µM | actives 0.78% (n = 360,000) | AID 602281;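 active = inhibition above the mean inhibition across every tested compound plus 3 SD, cut at about 22% in these data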;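 also: 0% = DMSO only wells and the 100% control is not disclosed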
Glyco luc inh – blocks N-linked glycosylation in D54 reporter cells | D54 ERlucT glycosylation luciferase reporter, 24 h; percent of 100 nM tunicamycin response | reporter increase, % at 12.5 µM | actives 0.23% (n = 360,000);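 active = mean luciferase reporter signal, scaled so untreated is 0 and the glycosylation-blocking control 100, at or above a set limit in every replicate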;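 also: luciferase carries N-glycosylation sites so blocking glycosylation raises the light; 0% = median of neutral control wells and 100% = median of 100 nM tunicamycin wells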
NOD2 RIPK2 PPI – inhibitors of human NOD2-RIPK2 interaction. actives 0.38% (n = 360,000). inhibition, % at 4.98 µM. O43353. CHO BLA complementation NOD2-RIPK2, CCF4 ratio. AID 624267; in the data active = inhibition above about 21%;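 also: 0% = vehicle only and 100% = reference blocker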
Vif imaging – blocks HIV Vif function; HEK293T cells, Vif self-association by quenched fluorescence, imaging, 24 h; inhibition, % at 7.49 µM; actives 0.35% (n = 340,000); in the data active = inhibition above about 50%, passing the limit was not always enough; also: some results filed as inactive read as strong as hits
ABCB6 inh 2 – blocks the human ABCB6 transporter | K562-ABCB6 porphyrin accumulation, flow cytometry, 1 h; hits give low values | fluorescence ratio to DMSO, % at 10 µM | Q9NP58 | actives 0.19% (n = 360,000);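 active = fluorescence ratio to DMSO below 75%, the collection mean minus 3 SD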;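 also: signal is porphyrin accumulated inside mitochondria; 100% equals median channel fluorescence of DMSO control wells; lower ratio means ABCB6 inhibition with less porphyrin fluorescence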
Granule exo inh – lytic granule exocytosis inhibition. TALL-104 LAMP-1 surface exposure, flow cytometry; cells stimulated with thapsigargin and PMA. inhibition, % at 10 µM. actives 0.66% (n = 360,000);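 active = inhibition above about 55%, limit read from the data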
aDG glyco act – increases alpha dystroglycan glycosylation; activation, % at 10 µM; Pro5-aDG cells, alpha-DG glycosylation AlphaScreen (IIH6); 0% Pro5, 100% B10-LARGE cell signal; actives 0.22% (n = 360,000);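 active = activation of at least 8% versus controls, or a plate z-score of at least 8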;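 also: Pro5 are CHO cells carrying HIG-tagged alpha-DG that lacks glycosylation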
TLR9-MyD88 block – TLR9-MyD88 interaction inhibition | inhibition, % at 4.98 µM | actives 0.21% (n = 340,000) | CHO BLA complementation TLR9-MyD88, CCF4 FRET ratio;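 active = inhibition above the mean over all tested compounds plus 3 SD, cut at about 21% in these data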;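 also: 0% = DMSO only wells and 100% = clavulanate BLA inhibitor control wells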
MC4R barr agon – agonists of human melanocortin 4 receptor (MC4R) beta-arrestin. P32245. activation, % at 8.9 µM. AID 540308. actives 0.98% (n = 360,000). U2OS MC4R beta-arrestin complementation, luminescence; percent of melanotan II response, DMSO zero;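 active = activation above a per-plate cutoff, the mean activation of sample wells on that plate plus 3 SD, cut at about 8% in these data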
MC4R antagonist – antagonists of human melanocortin 4 receptor (MC4R); actives 0.48% (n = 360,000); MC4R-expressing cells, MTII-stimulated cAMP, LANCE TR-FRET; inhibition, % at 6.5 µM; AID 540295; P32245;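 active = inhibition above its plate's cutoff, the mean of tested wells on that plate plus 3 SD, cut at about 29% in these data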;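 also: 0% = Melanotan II alone and 100% = Melanotan II plus saturating MCL0020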
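Material – human MC4R-expressing U2OS cells · Repeats – no replicates · Detection – TR-FRET with Eu-cAMP and labeled anti-cAMP, 671 nm · Times – compound 30 min, challenge 1 h, detection 1 h · Compound – single nominal compound dose of 6.5 µM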
Starred values were filed as active, the others as inactive; / = not tested or not shown. These rows are one share of the data, so the mix of outcomes need not match the whole.

SMILES | ABHD5 PLIN5 PPI | Glyco luc inh | NOD2 RIPK2 PPI | Vif imaging | ABCB6 inh 2 | Granule exo inh | aDG glyco act | TLR9-MyD88 block | MC4R barr agon | MC4R antagonist
c1ccc(-c2cn3nc(-c4ccccc4)cnc3n2)cc1 | 2 | -16 | 11 | 1 | 97 | 1 | 0.1 | 8 | -1.2 | 1
COc1cc(O)c(C(=O)CC(=O)c2ccncc2)c(OC)c1 | -4 | 0 | -1 | -7 | 97 | -5 | -0.1 | 7 | -1.3 | 5
COc1ccc(-c2oc3c(c2C(=O)OCCO)C(OCCCO)CCC3)cc1 (configuration not stated) | -6 | / | -2 | / | 100 | -3 | 0.1 | / | / | /
COc1ccc(OC)c(NC(=O)c2[nH]c(C)c(C(C)=O)c2C)c1 | -1 | 12 | 8 | 3 | 99 | 4 | 0.0 | -3 | -1.1 | 2
O=C(CSc1nncs1)Nc1ccc2c(c1)OCCO2 | -1 | 1 | -5 | 11 | 97 | 1 | 0.0 | -2 | 2.0 | -1
Cc1ccc2c(c1)nnn2C1CCN(C(=O)Nc2ccccc2C)CC1 | 0 | 2 | -12 | 11 | 95 | 4 | -0.5 | 2 | -1.7 | 13
O=C(COC(=O)CNC(=O)c1ccccc1)NCCNC(=O)COC(=O)CNC(=O)c1ccccc1 | 2 | 0 | 0 | -3 | 99 | 0 | 0.0 | -4 | -2.3 | 12
COc1c(C)cccc1C(=O)Nc1ccc(N2CCN(C(=O)c3ccccc3C)CC2)cc1 | 0 | -8 | 0 | -5 | 98 | 0 | 1.9 | 0 | -1.4 | 13
CCc1c(C)nc(N)nc1OCC(F)(F)C(F)F | 4 | 2 | -3 | 12 | 98 | 2 | -0.1 | -3 | -1.4 | 9
CCN(CC)S(=O)(=O)c1ccc(OC)c(NC(=S)Nc2ccc(C)c(C)c2)c1 | -8 | -3 | -8 | 0 | 99 | -2 | 0.0 | -9 | 3.4 | 18
CCCCOc1c(Cl)cc(C(=O)N(C)CC(=O)Nc2ccc(N3CCOCC3)cc2)cc1OCC | 1 | -2 | -8 | -1 | 89 | -15 | 0.1 | 7 | -1.8 | -2
CCOC(=O)CNC(=O)Cn1cnc2c(oc3ccccc32)c1=O | -2 | 2 | -12 | -2 | 101 | -2 | -0.2 | 5 | -1.5 | 5
CCS(=O)(=O)Nc1ccc(Cc2ccncc2)cc1 | -2 | -1 | -11 | -22 | 96 | 2 | 0.4 | -10 | -1.2 | 16
CC(C)(C)OC(=O)NCCCCCc1nnc(SCc2ccc(F)cc2)o1 | -8 | -2 | -14 | -8 | 100 | 16 | 0.4 | / | -1.6 | 14
CCC(C)NCCOCCOc1ccc(C)cc1Br (configuration not stated) | 1 | 1 | 1 | -8 | 99 | -3 | 0.6 | 2 | 0.2 | -8
CCCCN1C(=O)C(NC(C)=O)c2ccccc21 (configuration not stated) | -7 | 1 | -6 | -3 | 97 | -5 | 0.3 | -1 | -2.9 | 1
CC(O/N=C\c1ccccc1O)C(=O)Nc1ccccc1C(=O)N1CCOCC1 (configuration not stated) | 4 | 4 | -4 | 2 | 100 | 7 | -0.1 | -7 | -1.2 | 12
C/C(=N/NC(=O)Cc1cccs1)c1ccco1 | 1 | 0 | -2 | 3 | 105 | -3 | -0.3 | -10 | 0.5 | 8
C(#Cc1ccccc1)CN1CCCCC1 | 1 | 0 | -5 | -3 | 94 | -2 | -0.1 | 5 | -2.4 | -5
OC(c1ccccc1)c1nc(-c2cc3ccccc3o2)cs1 (configuration not stated) | -13 | -3 | -4 | -10 | 98 | -28 | -0.1 | / | 7.5 | -3
O=C(COC(=O)COc1ccc(Cl)cc1Br)NC1CCCCCC1 | 2 | 2 | -10 | 59* | 93 | -2 | -0.3 | -4 | 1.9 | 3
CC(=O)N/C(=C\c1cccc([N+](=O)[O-])c1)C(=O)NC1CCCCC1 | -5 | 0 | -6 | 6 | 100 | 2 | 0.1 | -1 | -1.3 | 4
Cc1ccc(-c2nn3c(C)nnc3c3ccccc23)cc1S(=O)(=O)N(C)CCO | 3 | 27* | 0 | 17 | 87 | 1 | -0.4 | -10 | -2.9 | 3
O=C(CNc1ccc(Cl)cc1)c1ccc(Br)cc1 | 1 | 3 | -2 | 10 | 94 | -2 | -0.1 | -2 | -1.5 | 8
CCOC(=O)c1c(C)sc2c1N(C(C)=O)c1cc(Cl)ccc1S2 | -6 | -4 | -3 | 3 | 95 | -2 | 0.6 | 3 | -0.6 | -32
CCC(C)c1ccc(NC(=O)COC(=O)c2nc3nccc(C)n3n2)cc1 (configuration not stated) | 0 | -1 | -1 | -5 | 100 | -11 | 0.3 | -19 | -3.9 | 5
OC(CCCCN1CCCCC1)c1ccccc1 (configuration not stated) | 1 | 1 | -1 | 16 | 102 | 1 | 0.0 | 2 | -2.1 | 3
O=C(Nc1cccc(-c2nc3ccccc3s2)c1)c1ccc2c(c1)OCO2 | -8 | 1 | 1 | 14 | 95 | 3 | -0.1 | -3 | 4.5 | 13
CCC(=O)c1c[nH]c(C(=O)NCc2cccs2)c1 | 1 | 5 | 0 | -1 | 102 | -2 | -0.1 | 0 | -1.2 | 16
CN(CCC#N)C(=O)CSc1nc2scc(-c3ccccc3)c2c(=O)[nH]1 | 1 | 0 | -3 | 2 | 100 | -2 | -0.2 | 0 | 3.0 | 12
Cc1cc(C)cc(N2C(=O)CC(Sc3ncn[nH]3)C2=O)c1 (configuration not stated) | 6 | 2 | 5 | -3 | 97 | -3 | -0.3 | 4 | -1.9 | 21
COc1ccc(C(=O)O/N=C(\N)c2ccc(OC)c(OC)c2)c(OC)c1 | 7 | 3 | -4 | 0 | 103 | 3 | 0.0 | -4 | -0.9 | 1
Nc1nonc1C(=O)N/N=C/c1ccc(Br)o1 | -2 | 3 | -3 | -9 | 101 | -4 | -0.1 | 1 | -0.5 | 12
Cc1ccc(S(=O)(=O)/N=C(\CSC(N)=O)Nc2ccccc2)cc1 | -2 | -1 | 0 | 27 | 102 | 2 | 0.1 | 14 | -1.0 | 7
N#Cc1cccc(S(=O)(=O)NCC(=O)NCc2ccc3c(c2)OCO3)c1 | 8 | 1 | -5 | -4 | 94 | -4 | 0.0 | -3 | -3.2 | 2
O=C(O)c1cccc(-n2cccc2/C=C2\SC(=O)N(Cc3ccccc3F)C2=O)c1 | -3 | 1 | -10 | -1 | 97 | 1 | 0.0 | 0 | 1.6 | 5
O=C(/C=C\c1cccs1)N1CCN(Cc2ccc3c(c2)OCO3)CC1 | -5 | -1 | 4 | 1 | 103 | -1 | -0.3 | -3 | -2.8 | 5
Cc1ccc(S(=O)(=O)NCC(=O)OCC(=O)N2CCN(C(=O)c3ccco3)CC2)cc1C | 7 | 4 | -5 | -5 | 97 | 1 | 0.5 | 5 | -0.1 | 8
COc1ccccc1CCNC(=O)C1CCC(=O)N(Cc2ccccc2OC)C1 (configuration not stated) | 4 | 3 | -3 | 0 | 94 | 2 | 0.5 | -11 | -2.7 | 4
N#CCCN1CCN(S(=O)(=O)c2ccc(S(=O)(=O)NC3CCCC3)cc2)CC1 | -8 | -1 | 1 | -3 | 94 | 0 | 0.1 | -12 | -2.0 | 0
O=C1Nc2cc(C(=O)NCCCN3CCOCC3)ccc2S/C1=C/c1cccc(Cl)c1 | 6 | -3 | -5 | -14 | 93 | 49 | 1.9 | 3 | 1.8 | 7
CCOC(=O)/C=c1\s/c(=C(\C#N)C(N)=O)n(-c2ccccc2)c1=O | 11 | 5 | -14 | 1 | 102 | 2 | 0.0 | -7 | -1.4 | 7
Cc1ccc2cc(CCNC(=O)CC(C)(C)C)c(=O)[nH]c2c1C | 6 | 1 | 5 | 1 | 95 | -2 | -0.3 | -7 | -1.3 | 11
CCOC(=O)N1CCN(C(=O)c2ccc(OC)cc2)CC1 | 4 | 0 | -3 | 3 | 98 | -1 | -0.1 | -5 | -1.2 | 18
CSc1nnc(SCc2nc3sc(C(=O)O)c(C)c3c(=O)[nH]2)s1 | -3 | 3 | -5 | -7 | 93 | -6 | 0.0 | -9 | 2.5 | -3
COC(=O)CNC(=O)Cc1c(C)n(C(=O)c2ccc(Cl)cc2)c2ccc(OC)cc12 | 8 | -1 | 12 | -18 | 95 | -16 | -0.2 | -4 | -0.1 | 7
O=C(NCc1ccc(F)cc1)C(=O)Nc1nc(C23CC4CC(CC(C4)C2)C3)cs1 | 0 | -3 | -4 | / | 89 | 5 | 1.2 | 7 | -3.2 | 14
Cc1ccc(C(=O)N2CCc3ccccc32)cc1NC(=O)c1ccco1 | -8 | -1 | -5 | 2 | 104 | 0 | 0.1 | 3 | 1.9 | 18
COc1ccc(/C=C2\CN(Cc3ccccc3)C/C(=C\c3ccc(OC)cc3OC)C2=O)c(OC)c1 | 15 | -4 | 5 | 1 | 99 | 1 | -1.0 | 11 | -0.9 | -4
CC(C)CCc1c(O)nc(SCC(C)C)[nH]c1=O | -2 | 0 | 6 | 2 | 92 | 2 | 0.7 | 7 | -1.4 | 9
Cc1ccc2[nH]c(C(=O)N/N=C/c3ccc([N+](=O)[O-])cc3)c(C)c2c1 | 1 | 10 | 1 | -7 | 96 | -2 | 0.0 | 3 | 0.8 | 1
Cc1ccc(C(C)C)c(OCC(O)CN2CCc3ccccc3C2)c1 (configuration not stated) | -5 | -2 | 1 | -2 | 96 | 37 | 0.4 | -10 | 7.2 | 14
Cc1ccc(S(=O)(=O)NNC(=O)c2cc(C)c(C)cc2N)cc1 | -13 | -1 | 16 | 3 | 78 | -3 | 0.2 | 2 | -1.3 | 4
COC(=O)c1ccc(/C=C2/SC(=S)N(CCCC(=O)Nc3ccc(O)cc3)C2=O)cc1 | 1 | 2 | -3 | -7 | 98 | 0 | 0.3 | -2 | 0.7 | -6
CC(C)NC(=O)N1CCCN(c2nc3ccc(Cl)cc3s2)CC1 | -5 | -1 | 5 | 7 | 95 | 2 | 0.0 | -3 | -2.0 | -5
CC(C)N1C(=S)N(Cc2ccco2)C(=O)C1CC(=O)Nc1ccccc1 (configuration not stated) | 10 | 0 | 3 | 4 | 96 | 6 | -0.4 | 7 | -1.1 | 15
O=C(Cc1noc2ccccc12)NNC(=S)Nc1ccc(Cl)cc1 | -6 | 0 | 10 | -6 | 97 | 5 | -0.1 | 3 | -1.7 | -12
CCN1CCN(CCOCCOc2ccccc2)CC1 | 5 | -1 | -1 | 3 | 91 | -4 | 0.1 | -5 | -0.6 | 5
O=C(N/N=C/c1ccc(OC(=O)c2ccccc2Cl)cc1)c1ccccn1 | -2 | -5 | 4 | -17 | 86 | 2 | 0.0 | -1 | 7.9 | 3
CN(C)/C(=N\S(=O)(=O)c1ccc(F)cc1)c1ccccc1 | 1 | 1 | -16 | -20 | 103 | 0 | 0.0 | 9 | -0.9 | 13
Cc1cc(C)cc(CC2CC(=O)N(c3nc(C)cc(C)n3)C2=O)c1 (configuration not stated) | -2 | 3 | 6 | 4 | 100 | -2 | 0.1 | 2 | -1.2 | 5
